esBAF inh: SWI/SNF esBAF complex inhibition; reporter increase, % at 12.5 µM; mouse ES cells, Bmi1-luciferase knock-in reporter, 24 h; 100% = twice the neutral-well signal; actives 2% (n = 350,000); AID 602393; in the data active = activation above about 40%;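 note: 0% = median of the plate's neutral control wells and 100% = double that signal; a rise in the Bmi1 reporter signal indicates esBAF inhibition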
LGR2 inh: blocks bursicon-induced cAMP signaling via Drosophila LGR2 | HEK293 LGR2, CRE-luciferase, bursicon-stimulated, 4 h | actives 0.35% (n = 380,000) | AID 720647 | inhibition, % at 9.99 µM;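 active = drop in luminescence signal, shown as inhibition above about 50% in the replicate tests, limit read from the data, passing the limit was not always enough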;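 note: agonist challenge used bursicon conditioned medium at about half maximal strength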
S100A4 MyoIIA: blocks human S100A4 binding to myosin IIA peptide. actives 0.14% (n = 360,000). inhibition, % at 10.7 µM. S100A4/TAMRA-MyoIIA peptide fluorescence polarization;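 active = mean inhibition of at least 70% across replicates, with every replicate also reaching that level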
Target sequence (P26447 whole entry, looked up): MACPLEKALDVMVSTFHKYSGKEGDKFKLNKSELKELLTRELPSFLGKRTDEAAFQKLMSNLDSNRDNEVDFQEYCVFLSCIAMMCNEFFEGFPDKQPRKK
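Compound dosing: one dose per compound; test system: human S100A4 monomer with TAMRA-labelled myosin IIA peptide; probe or stimulus: TAMRA-labelled myosin IIA heavy-chain peptide probe, 5 nM; medium: HEPES buffer with Ca2+, pH 7.2; schedule: 5 min incubation before reading; benchmarks: neutral control DMSO, positive control TFP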
SIRT5 block: sirtuin-5 (human) deacylase inhibition; AID 652115; actives 1.1% (n = 330,000); Purified SirT5, succinyl-peptide AMC, trypsin-coupled fluorescence; inhibition, % at 15 µM; in the data active = inhibition above about 15%
Target sequence (Q9NXA8 whole entry, looked up): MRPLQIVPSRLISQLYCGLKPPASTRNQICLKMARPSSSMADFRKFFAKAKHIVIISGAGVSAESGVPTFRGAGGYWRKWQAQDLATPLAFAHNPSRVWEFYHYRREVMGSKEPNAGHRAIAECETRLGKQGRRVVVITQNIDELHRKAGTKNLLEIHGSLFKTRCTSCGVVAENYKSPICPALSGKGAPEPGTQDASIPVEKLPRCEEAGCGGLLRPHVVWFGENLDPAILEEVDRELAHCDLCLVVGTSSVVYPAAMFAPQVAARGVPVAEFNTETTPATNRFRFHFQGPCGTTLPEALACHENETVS
CASP6 VEID inh: caspase-6 (human) enzyme inhibition. purified caspase-6, Z-VEID-R110 cleavage fluorescence. inhibition, % at 12.5 µM. actives 0.53% (n = 350,000). AID 686996;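 active = mean inhibition across replicates at least about 35%, with every replicate also reaching that limit, limit read from the data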;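 note: 0% = median of neutral control wells and 100% = no fluorescence left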
Target sequence (P55212 24-179 limits assumed): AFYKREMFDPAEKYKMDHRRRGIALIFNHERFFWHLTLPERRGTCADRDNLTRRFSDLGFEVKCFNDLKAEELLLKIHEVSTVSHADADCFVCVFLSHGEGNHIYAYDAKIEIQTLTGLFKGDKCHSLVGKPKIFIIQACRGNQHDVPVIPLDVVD
Target sequence (P55212 194-293 limits assumed): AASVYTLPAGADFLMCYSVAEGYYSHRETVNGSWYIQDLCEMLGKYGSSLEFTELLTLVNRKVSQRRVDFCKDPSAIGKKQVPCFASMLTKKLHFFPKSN
FN deposit inh: fibronectin deposition inhibition. AH1F fibroblasts, Alexa488-fibronectin deposition fluorescence, overnight. inhibition, % at 12.6 µM. actives 0.086% (n = 350,000). AID 743247;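 active = mean inhibition across replicates of 30% or more, regardless of how many single replicates reach that level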;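 note: positive control wells lacked labelled fibronectin entirely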
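Test system: AH1F fibroblast monolayer depositing Alexa488-labelled fibronectin into matrix. Input: 10000 cells per well. Technique: fluorescence, ex 485 nm, em 525 nm. Buffer or medium: DMEM plus 2% serum, read in PBS. Timing: 1 h cell adhesion before compound, then overnight fibronectin incubation. Compound: single dose, pinned. Read-out basis: inhibition from reduced deposited-fibronectin fluorescence.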
C2C12 statin: suppression of simvastatin myotoxicity; rescue of ATP level, % at 7.49 µM; actives 0.78% (n = 330,000); C2C12 myotubes + simvastatin, ATP luminescence, 48 h; scaled: DMSO 0, geranylgeraniol control 100;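 active = mean ATP rescue above about 67%, or every replicate alone reaching that limit, limit read from the data, passing the limit was not always enough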;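 note: myotubes were challenged with 10 µM simvastatin during compound exposure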
* marks the source's active call; other numbers are inactive results; / = not tested or not shown.

SMILES | esBAF inh | LGR2 inh | S100A4 MyoIIA | SIRT5 block | CASP6 VEID inh | FN deposit inh | C2C12 statin
O=C(CN(CC1CCCO1)C(=O)CNS(=O)(=O)c1ccc(Cl)cc1)NCc1ccco1 (stereo not given) | 1 | 9 | -7 | -1 | -3 | -1 | 22
O=C(c1ccc(F)cc1)N1CC(=O)N2[C@@H](CO)[C@H](c3ccc(C4=CCCC4)cc3)[C@@H]2C1 | / | 16 | -4 | -4 | -1 | / | /
FC(F)(F)c1ccccc1/C=N/N1CCN(Cc2ccccc2)CC1 | / | -34 | -5 | -1 | -1 | -1 | /
C[C@H]1CN([C@@H](C)CO)C(=O)c2cccc(NS(C)(=O)=O)c2O[C@@H]1CN(C)Cc1ccc(C(=O)Nc2ccccc2N)cc1 | / | -7 | 6 | -3 | -2 | / | /
CCc1c(C)sc(NC(=O)Cn2nc(C(F)(F)F)c3c2CCCC3)c1C#N | -8 | / | / | / | / | 1 | -2
Cc1onc(-c2ccccc2)c1C(=O)NC(=S)NNC(=O)c1ccncc1 | / | 3 | 3 | -3 | 2 | 7 | /
O=C(CN1CCOCC1)N[C@H]1CC[C@H](CCNS(=O)(=O)c2ccccc2F)O[C@@H]1CO | 1 | 16 | / | 0 | / | 4 | 8
COc1ccc(S(=O)(=O)Nc2ccccc2OC)cc1C | 1 | / | / | / | / | 8 | 24
COc1ccc(NC(=O)Nc2ccc3c(c2)C(=O)N([C@H](C)CO)C[C@H](C)[C@@H](CN(C)C(=O)C2CCCCC2)OCCCC[C@H](C)O3)cc1 | 0 | 2 | -71 | 1 | -3 | / | 41
Cc1nc(C(F)(F)F)ccc1C(=O)N1CCC1(C)C(=O)NS(=O)(=O)c1cccc(F)c1 (stereo not given) | 5 | 9 | 0 | -11 | -12 | -8 | -1
Cc1cc(=O)oc2cc(OCC(=O)Nc3ccc(N4CCC(C)CC4)cc3)ccc12 | -2 | 4 | -1 | 1 | -3 | -4 | 39
O=C(COc1ccccc1)Nc1c2c(nn1-c1ccc(F)cc1)CS(=O)C2 (stereo not given) | -9 | 6 | 35 | / | 1 | -15 | -1

Sorted by count of non-hydrogen atoms (descending): part of the list above.
SMILES | esBAF inh | LGR2 inh | S100A4 MyoIIA | SIRT5 block | CASP6 VEID inh | FN deposit inh | C2C12 statin
COc1ccc(NC(=O)Nc2ccc3c(c2)C(=O)N([C@H](C)CO)C[C@H](C)[C@@H](CN(C)C(=O)C2CCCCC2)OCCCC[C@H](C)O3)cc1 | 0 | 2 | -71 | 1 | -3 | / | 41
Cc1nc(C(F)(F)F)ccc1C(=O)N1CCC1(C)C(=O)NS(=O)(=O)c1cccc(F)c1 (stereo not given) | 5 | 9 | 0 | -11 | -12 | -8 | -1
CCc1c(C)sc(NC(=O)Cn2nc(C(F)(F)F)c3c2CCCC3)c1C#N | -8 | / | / | / | / | 1 | -2
FC(F)(F)c1ccccc1/C=N/N1CCN(Cc2ccccc2)CC1 | / | -34 | -5 | -1 | -1 | -1 | /
COc1ccc(S(=O)(=O)Nc2ccccc2OC)cc1C | 1 | / | / | / | / | 8 | 24

Further records:
SMILES | esBAF inh | LGR2 inh | S100A4 MyoIIA | SIRT5 block | CASP6 VEID inh | FN deposit inh | C2C12 statin
O=C(C1CCOCC1)N1CC(=O)N2[C@H](CO)[C@H](c3ccc(C#CCc4ccccc4)cc3)[C@H]2C1 | / | -5 | 5 | 1 | 3 | -11 | /
Cc1cccc(C)c1NC(=O)NC1(C(=O)N2CCCCC2)CCCCC1 | -6 | -1 | 9 | -3 | -4 | 7 | 53
N#C[C@@H]1[C@@H](c2ccccc2C2=CCCCC2)[C@@H](CO)N1C(=O)c1ccccn1 | / | 0 | 2 | 5 | 2 | -3 | /
Cc1ccc(CC(=O)NCCc2ccc(S(N)(=O)=O)cc2)cc1 | -2 | 17 | -4 | 2 | 2 | -11 | 8
CC1(C)C(=O)C=CC(=O)C(C)(C)C(=O)C=CC(=O)C(C)(C)C2=CC=C(O2)C(C)(C)C(=O)C=CC1=O | -2 | 23 | 11 | / | 14 | 0 | 9
O=C(Cc1ccccn1)N1CC(=O)N2[C@H](CO)[C@H](c3ccc(C#CC4CC4)cc3)[C@@H]2C1 | / | -19 | -10 | 4 | -1 | / | /
COCC(=O)Nc1ccc2c(c1)C(=O)N(C)C[C@H](OC)[C@@H](C)CN(C(=O)CC1CC1)[C@@H](C)CO2 | 2 | 15 | 2 | 4 | -2 | 4 | 17
COc1ccc(OCCC(=O)Nc2ccc(S(N)(=O)=O)cc2)cc1 | -1 | 0 | -4 | -6 | -3 | 1 | 4
CCOC(=O)c1sc2ccc(S(=O)(=O)N3CCOCC3)cc2c1N | -2 | / | / | / | / | 1 | 14
COc1ccccc1NC(=O)c1nnn(Cc2ccccc2)c1NC(=O)C(F)(F)F | -4 | / | / | / | / | -6 | 25
Cc1cc(C)c(NC(=O)CNC(=O)CSc2nnc(N)s2)c(C)c1 | -1 | 9 | 4 | 1 | -1 | 1 | -3
CCN1C(=NCc2cccc(Cl)c2)N[C@@H](c2cccc(F)c2)C(C(=O)OC)=C1C | -6 | / | 27 | -2 | -7 | -3 | -59
CCC(C)N(C(=O)COc1ccccc1C(=O)NCc1ccccc1)C1CCS(=O)(=O)C1 (stereo not given) | -7 | 4 | -2 | -1 | 1 | 16 | -16
CCOC(=O)Nc1ccc2c(c1)N(C(=O)CN(CC)CC)c1ccccc1CC2 | -9 | 2 | 4 | -5 | 0 | -7 | 0
CC1CCN(c2c(NCC3CCC(C(=O)N4CCCC(C)C4)CC3)c(=O)c2=O)CC1 (stereo not given) | -5 | -5 | -2 | 3 | 2 | -2 | 0
COc1ccccc1C(=O)NC(=O)COC(=O)Cn1cnc2c1c(=O)n(C)c(=O)n2C | / | -3 | -1 | -2 | 2 | 0 | /
Cc1ccc(CNC(=O)CCc2nnc(Cc3ccc(-c4ccccc4)cc3)o2)o1 | 1 | -7 | 0 | 3 | 2 | -4 | 5
Cc1cc(OCC(=O)N[C@@H](Cc2c[nH]c3ccccc23)C(=O)O)c2c(C)c(C)c(=O)oc2c1 | -8 | -7 | 0 | 5 | 3 | / | 0
N=c1c2c(-c3ccccc3)c(-c3ccccc3)n(Cc3ccccc3)c2ncn1CCO | 6 | / | / | / | / | 6 | -17
C[C@H](CO)N1C[C@H](C)[C@H](CN(C)C(=O)Nc2ccc3c(c2)OCO3)Oc2ncc(C#CC(C)(C)O)cc2C1=O | 5 | 8 | 35 | 9 | 0 | 5 | -6
COCC#Cc1ccc2c(c1)O[C@@H](CN(C)Cc1ccccn1)[C@@H](C)CN([C@@H](C)CO)S2(=O)=O | 4 | -2 | -10 | 9 | 1 | -4 | -3
CCOc1cc2[nH]c(=O)n(CCCC(=O)NCc3ccc(OC)cc3)c(=O)c2cc1OCC | -1 | -4 | 1 | -4 | -3 | -11 | -1
Cn1cnc(S(=O)(=O)N2CCN(c3ccc(Cl)cc3)CC2)c1 | -6 | -4 | 4 | -2 | -3 | 5 | 1
CCC1(c2ccccc2)NC(=O)N(CC(=O)N(CC(=O)Nc2ccccc2C(F)(F)F)Cc2ccco2)C1=O (stereo not given) | -2 | -18 | 4 | -3 | 4 | -1 | 5

Continued, starting with the last 3 of the part before.
SMILES | esBAF inh | LGR2 inh | S100A4 MyoIIA | SIRT5 block | CASP6 VEID inh | FN deposit inh | C2C12 statin
CCOc1cc2[nH]c(=O)n(CCCC(=O)NCc3ccc(OC)cc3)c(=O)c2cc1OCC | -1 | -4 | 1 | -4 | -3 | -11 | -1
Cn1cnc(S(=O)(=O)N2CCN(c3ccc(Cl)cc3)CC2)c1 | -6 | -4 | 4 | -2 | -3 | 5 | 1
CCC1(c2ccccc2)NC(=O)N(CC(=O)N(CC(=O)Nc2ccccc2C(F)(F)F)Cc2ccco2)C1=O (stereo not given) | -2 | -18 | 4 | -3 | 4 | -1 | 5
CCOC(=O)CSC1=Nc2ccccc2C2=NC(CC(=O)NCc3cccs3)C(=O)N12 (stereo not given) | -2 | / | / | / | / | -7 | -6
CCS(=O)(=O)N1CCN(c2ccccn2)CC1 | -5 | / | / | / | / | -7 | 2
CCOC(=O)COc1c(/C=N\OC)cc(Cl)cc1OC | / | 16 | 2 | 0 | 2 | -14 | /
CC(=O)Nc1cc(Cl)c(N=Cc2ccc(O)cc2O)cc1Cl | -7 | / | -1 | 0 | 0 | 8 | 5
CS(=O)(=O)c1ccc(NCC2CCCO2)c([N+](=O)[O-])c1 (stereo not given) | -2 | -15 | -2 | -1 | 0 | 2 | 34
CC(=O)c1cccc(NC(=O)Cn2cnc(S(=O)(=O)N3CCCCC3)c2)c1 | -3 | -15 | -1 | 5 | 0 | 4 | 7
C[C@@H]1CN([C@H](C)CO)S(=O)(=O)c2ccc(C#C[C@@H](C)O)cc2O[C@@H]1CN(C)C(=O)C1CC1 | -8 | -14 | 121* | 5 | 0 | -7 | 6
[O-]/[N+](=N\Nc1ccc(Cl)cc1)c1ccccc1 | 52* | -51 | -15 | 0 | 2 | -5 | -5
O=S(=O)(NCCc1c[nH]c2ccccc12)c1ccc(F)cc1 | -3 | 7 | -4 | / | 0 | 3 | 0
O=C(CCC(=O)N(CC(=O)NC1CCCC1)Cc1ccc(F)cc1)Nc1nccs1 | -10 | 3 | -2 | -6 | 1 | -13 | 41
COc1ccccc1C#Cc1ccc([C@@H]2[C@@H](CO)N3CCCCN(CCC(F)(F)F)C[C@@H]23)cc1 | -2 | 16 | -9 | 1 | -2 | / | 16
COc1ccc2c3c([nH]c2c1)[C@@H](CO)N(C(=O)C1CCCC1)CC31CN(C(=O)c2ccncc2)C1 | / | -12 | 1 | 1 | 1 | / | /
Cc1[nH]c2ccccc2c1/C=N/NC(=O)c1cccc([N+](=O)[O-])c1 | / | 31 | -1 | 0 | 0 | -2 | /
Cc1ccc(-c2c(C(=O)O)c(C(=O)O)c3n2CCC3)cc1 | / | 6 | 6 | -4 | -4 | 2 | /
CN(C)c1ccc(NC(=O)Cc2ccccc2)c2ccccc12 | 15 | -19 | 2 | -5 | 17 | 0 | 2
O=C(NC1CCCCC1)C1c2ccccc2C(=O)N1Cc1ccco1 (stereo not given) | -3 | 8 | -1 | 1 | 7 | / | 7

Only part of the results is shown; count on the stated rates, not on these rows.
